RAD52 inh – RAD52 DNA annealing inhibitors, primary screen, biochemical, FRET, single point, set 2. inhibition, % at 18.7 µM. 360,000 compounds, 0.46% hits. AID 651710, 2012. recombinant RAD52 DNA annealing, FRET fluorescence. DNA repair protein RAD52 homolog (Homo sapiens), P43351;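 active = every replicate showing at least 50% inhibition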
Target sequence (P43351 whole entry, looked up): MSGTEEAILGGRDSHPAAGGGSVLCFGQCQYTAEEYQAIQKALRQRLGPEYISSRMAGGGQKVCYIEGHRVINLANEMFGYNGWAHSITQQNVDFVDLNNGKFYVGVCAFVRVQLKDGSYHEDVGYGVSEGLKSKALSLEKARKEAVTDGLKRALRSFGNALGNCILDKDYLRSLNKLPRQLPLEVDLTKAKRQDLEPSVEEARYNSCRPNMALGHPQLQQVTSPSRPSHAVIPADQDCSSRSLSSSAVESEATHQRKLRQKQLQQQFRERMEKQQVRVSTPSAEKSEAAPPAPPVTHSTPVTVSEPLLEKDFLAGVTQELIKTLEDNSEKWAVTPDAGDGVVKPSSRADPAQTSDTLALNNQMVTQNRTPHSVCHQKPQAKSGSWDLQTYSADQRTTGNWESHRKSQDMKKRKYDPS
PglD DTNB – C. jejuni PglD acetyltransferase inhibitors, primary screen, biochemical, DTNB colorimetric, single point. 360,000 compounds, 0.098% hits. purified PglD enzyme, DTNB colorimetric CoA detection. UDP-N-acetylbacillosamine N-acetyltransferase PglD (Campylobacter jejuni). inhibition, % at 12.5 µM; in the data active = inhibition above about 16%, passing the limit was not always enough; also: strong numbers were not always called active
Casp6 inh – human caspase-6 inhibitors, primary screen, biochemical, VEID-R110 fluorescence, single point, set 2 | inhibition, % at 12.5 µM | 350,000 compounds, 0.53% hits | purified caspase-6, Z-VEID-R110 cleavage fluorescence | AID 686996, 2013 | P55212;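 active = mean inhibition across replicates at least about 35%, with every replicate also reaching that limit, limit read from the data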;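 also: 0% = median of neutral control wells and 100% = no fluorescence left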
E-selectin induc – E-selectin induction in HUVECs, primary screen, imaging, HUVEC, immunofluorescence imaging, single point | P16581 | normalized: neutral wells 0, TNF-alpha wells 100 | 260,000 compounds, 0.37% hits | activation, % at 7.58 µM | AID 686992, 2013;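 active = mean E-selectin-positive cell signal at least 10% of the positive control, reached in at least 60% of replicates, without over 20% cell loss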;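 also: in these data hits start at about 27%; measured in HUVEC primary endothelial cells; signal is the percent of cells scored E-selectin positive by PE staining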
Target sequence (P16581 whole entry, looked up): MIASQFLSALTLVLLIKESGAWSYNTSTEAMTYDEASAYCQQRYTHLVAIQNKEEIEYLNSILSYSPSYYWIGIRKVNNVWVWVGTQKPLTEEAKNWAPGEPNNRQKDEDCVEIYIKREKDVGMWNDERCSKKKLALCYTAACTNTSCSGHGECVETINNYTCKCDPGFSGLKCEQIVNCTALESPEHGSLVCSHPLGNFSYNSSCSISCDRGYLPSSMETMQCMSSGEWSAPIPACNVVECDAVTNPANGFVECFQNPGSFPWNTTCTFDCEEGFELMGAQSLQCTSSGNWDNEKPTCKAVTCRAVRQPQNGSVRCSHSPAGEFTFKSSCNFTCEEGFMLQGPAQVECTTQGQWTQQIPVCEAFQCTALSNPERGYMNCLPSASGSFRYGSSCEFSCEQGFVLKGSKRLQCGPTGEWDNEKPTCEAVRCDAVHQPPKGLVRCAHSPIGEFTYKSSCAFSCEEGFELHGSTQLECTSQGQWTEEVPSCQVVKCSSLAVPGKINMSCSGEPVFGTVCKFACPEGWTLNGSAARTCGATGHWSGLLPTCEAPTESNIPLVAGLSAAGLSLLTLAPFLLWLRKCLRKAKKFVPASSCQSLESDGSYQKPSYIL
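Material: HUVEC primary endothelial cells; Amount: 3,000 cells per well; Dosing: single concentration; Medium: EGM-2 growth medium on 0.1% gelatin-coated wells; Read-out basis: percent E-selectin-positive cells; Signal: immunofluorescence imaging; Control set: TNF-alpha, DMSO.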
esBAF inh – Bmi1 luciferase reporter increase in mESCs, primary screen, esBAF inhibitor project, mouse ES cells, Bmi1 luciferase knock-in, single point | reporter increase, % at 12.5 µM | 24 h; 100% = twice the neutral-well signal | 350,000 compounds, 2% hits; in the data active = activation above about 40%;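 also: 0% = median of the plate's neutral control wells and 100% = double that signal; a rise in the Bmi1 reporter signal indicates esBAF inhibition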
RAD54 branch – inhibitors of human RAD54 branch migration, primary screen, biochemical, fluorescence, single point; DNA repair and recombination protein RAD54-like (Homo sapiens), Q92698; RAD54 Holliday junction branch migration, FAM/BHQ fluorescence; inhibition, % at 10.4 µM; 360,000 compounds, 0.14% hits;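 active = mean normalized replicate activity at least 40 and at least half of replicates scoring 40 or more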;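 also: 0% = median of neutral control wells and 100% = median of positive control wells; inhibitors cause a drop in the FAM fluorescence signal; in these data hits start at about 50%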
ERp5 block – inhibitors of ERp5-driven insulin aggregation, primary screen, biochemical, turbidity, absorbance 650 nm, single point; 350,000 compounds, 0.05% hits; 90 min; inhibition, % at 9.99 µM; AID 651711, 2012;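 active = mean replicate inhibition above about 25%, with every replicate also reaching it, limit read from the data, passing the limit was not always enough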
ARNT-TACC3 inh – disruptors of ARNT/TACC3 protein interaction, primary screen, biochemical, AlphaScreen, single concentration; Transforming acidic coiled-coil-containing protein 3 (Homo sapiens), Q9Y6A5; AlphaScreen His-ARNT PAS-B/GST-TACC3 binding, luminescence; TACC3 fragment carries E629A point mutation; inhibition, % at 9.99 µM; 390,000 compounds, 0.66% hits;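 active = mean inhibition of replicates at least 50% and at least half of replicates each reaching 50%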;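 also: 0% = complete ARNT plus TACC3 wells and 100% = ARNT alone without TACC3; many hits fall short of the cut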
* marks the source's active call; other numbers are inactive results; & = joins results of further samples. Compounds were not picked by outcome; overall some 3.2% were active at least once.

Oc1ccc(/C=N/NC(=S)Nc2cccnc2)cc1 was read as RAD52 inh -13, Casp6 inh 4, E-selectin induc 4.9, ERp5 block 0 and ARNT-TACC3 inh 4.
For CC(C)CNc1cccc2c1S(=O)(=O)N(Cc1ccc(F)cc1)[C@@H](C)[C@H](c1ccccc1)O2 the results were RAD52 inh 6, Casp6 inh 0, E-selectin induc -0.2 and ERp5 block 1.
CC(C)NC(=O)N(C)C[C@@H]1Oc2ccc(NC(=O)C3CC3)cc2CC(=O)N([C@@H](C)CO)C[C@@H]1C was read as RAD52 inh 6, PglD DTNB -2, Casp6 inh 5, esBAF inh 1, RAD54 branch -3, ERp5 block 7 and ARNT-TACC3 inh -8.
COC(=O)c1ccccc1NC(=O)NCCc1ccccc1OC was read as RAD52 inh -18, Casp6 inh 0, ERp5 block -5 and ARNT-TACC3 inh -1.
CC(=O)N1Cc2ccccc2CC1C(=O)N1CCN(c2ccccc2)CC1 (stereo not given) was read as RAD52 inh 2, PglD DTNB -1, Casp6 inh 6, E-selectin induc 0.1, esBAF inh 0, RAD54 branch 5, ERp5 block 2 and ARNT-TACC3 inh -2.
CN1CCN(CC#CCn2c3ccccc3c3ccccc32)CC1 was read as RAD52 inh 22, PglD DTNB 0, Casp6 inh -8, esBAF inh 17, RAD54 branch 18, ERp5 block -6 and ARNT-TACC3 inh 5.
`O=C(C[C@H]1C=C[C@H](NC(=O)Cc2ccccn2)[C@@H](CO)O1)NCCCN1CCOCC1` gave RAD52 inh 6, PglD DTNB 5, Casp6 inh -2, E-selectin induc -0.4, esBAF inh 1, RAD54 branch 0, ERp5 block 0 and ARNT-TACC3 inh 4.
Screening O=C(NCc1ccco1)[C@@H]1CCCN1C(=O)c1cccs1 returned PglD DTNB -5, esBAF inh 3, RAD54 branch 0 and ARNT-TACC3 inh -7.
C/C=C/c1cnc2c(c1)C(=O)N([C@H](C)CO)C[C@@H](C)[C@@H](CN(C)C(=O)Nc1ccc(C(F)(F)F)cc1)O2 was read as RAD52 inh 7, PglD DTNB -1, Casp6 inh 2, E-selectin induc 0.1, esBAF inh 5, RAD54 branch -13, ERp5 block -6 and ARNT-TACC3 inh -2.
C[C@H]1CN([C@@H](C)CO)C(=O)Cc2cc(NC(=O)C3CCCCC3)ccc2O[C@H]1CN(C)Cc1ccc(Oc2ccccc2)cc1 was read as RAD52 inh -23, PglD DTNB 4, Casp6 inh 0, E-selectin induc 4.7, esBAF inh -1, RAD54 branch 3 and ERp5 block -9.
For CC(=O)N(C)C[C@@H]1Oc2cc(C#CC3CCCCC3)ccc2S(=O)(=O)N([C@@H](C)CO)C[C@H]1C the results were RAD52 inh 3, PglD DTNB -2, Casp6 inh 0, E-selectin induc -2.0, esBAF inh 5, RAD54 branch 3, ERp5 block 2 and ARNT-TACC3 inh 8.
`Cc1cc(-c2nn(C)c(=O)c3ccccc23)cc(C)c1O` gave RAD52 inh -10, PglD DTNB -1, Casp6 inh 1, esBAF inh -11, RAD54 branch -4, ERp5 block 2 and ARNT-TACC3 inh -7.
For C=CCn1c(SCC(=O)NC2CCCCC2)nnc1C1CCCCC1 the results were PglD DTNB 10, esBAF inh -5, RAD54 branch -4 and ARNT-TACC3 inh 5.
For CN1CCN(C(=O)CNC(=O)C23CC4CC(CC(C4)C2)C3)CC1 the results were RAD52 inh -8, PglD DTNB -3, Casp6 inh 1, esBAF inh 0, RAD54 branch -5, ERp5 block -7 and ARNT-TACC3 inh -4.
Screening NC(=S)N/N=C/c1ccc2c(c1)OCCO2 returned RAD52 inh -5, Casp6 inh -3, E-selectin induc 0.0, ERp5 block 0 and ARNT-TACC3 inh 7.
Screening COc1ccc(OC)c(NC(=O)CSc2nnnn2C)c1 returned RAD52 inh -7, Casp6 inh 3, ERp5 block 1 and ARNT-TACC3 inh -2.
`C[C@@H]1CCCCO[C@H](CN(C)C(=O)Nc2cccc3ccccc23)[C@@H](C)CN([C@H](C)CO)C(=O)c2cc(NS(C)(=O)=O)ccc2O1` gave RAD52 inh 7, PglD DTNB 3, Casp6 inh -2, E-selectin induc -0.1, esBAF inh -3, RAD54 branch -2, ERp5 block -3 and ARNT-TACC3 inh 7.
Screening COc1ccc(C(NC(=O)c2ccco2)c2ccc(OC)c(OC)c2)cc1 (stereo not given) returned PglD DTNB 7, esBAF inh 2, RAD54 branch 12 and ARNT-TACC3 inh 19.
O=C(O)c1cc(S(=O)(=O)N2CCCCCC2)c(Cl)cc1Cl was read as RAD52 inh -8, PglD DTNB 2, Casp6 inh -3, esBAF inh -6, RAD54 branch 2, ERp5 block 0 and ARNT-TACC3 inh -2.
Screening CO[C@H]1CN(C)C(=O)c2cc(NC(=O)C3CC3)ccc2OC[C@@H](C)N(C)C[C@H]1C returned RAD52 inh 8, PglD DTNB 9, Casp6 inh -1, E-selectin induc 0.0, esBAF inh 0, RAD54 branch 0, ERp5 block 3 and ARNT-TACC3 inh -6.
For Fc1ccc(C2=CC(c3ccco3)n3nnnc3N2)cc1 (stereo not given) the results were RAD52 inh -26, PglD DTNB 2, Casp6 inh 3, E-selectin induc 3.9, RAD54 branch -6 and ERp5 block -4.
Screening CCC1(c2ccc(Cl)cc2)NC(=O)N(CC(=O)NC2CCCCCC2)C1=O (stereo not given) returned RAD52 inh -3, PglD DTNB -3, Casp6 inh 2, E-selectin induc -0.1, esBAF inh -2, RAD54 branch -6, ERp5 block -4 and ARNT-TACC3 inh 0.
CCCC(=O)Nc1ccc2c(c1)C(=O)N(C)C[C@H](OC)[C@H](C)CN(C(C)=O)[C@H](C)CO2 was read as RAD52 inh -9, PglD DTNB -1, Casp6 inh -2, E-selectin induc 0.0, esBAF inh -3, RAD54 branch -4, ERp5 block 0 and ARNT-TACC3 inh -16.
For C[C@H]1CN([C@@H](C)CO)C(=O)c2cccc(NC(=O)C3CCCCC3)c2O[C@@H]1CN(C)Cc1ccc(C(=O)O)cc1 the results were RAD52 inh 8, PglD DTNB 0, Casp6 inh 0, E-selectin induc 2.5, esBAF inh 2, RAD54 branch 12, ERp5 block -5 and ARNT-TACC3 inh 1.
`O=C(NNc1ccccc1F)C1CCC1` gave RAD52 inh -18, Casp6 inh 2, E-selectin induc -0.2, ERp5 block -9 and ARNT-TACC3 inh -7.
COc1ccc(OC)c(-c2cc(C3CCN(c4ncccc4[N+](=O)[O-])CC3)[nH]n2)c1 was read as PglD DTNB 2, esBAF inh 8, RAD54 branch 4 and ARNT-TACC3 inh 12.
Screening COc1ccc(C(=O)N2CCOC2CNC(=O)C(=O)NCc2ccc3c(c2)OCO3)cc1 (stereo not given) returned RAD52 inh -33, Casp6 inh 2, E-selectin induc 5.2, ERp5 block -1 and ARNT-TACC3 inh -6.
CSc1ccccc1NC(=O)CN(C)C(=O)C1CCN(C(=O)Nc2ccccc2)CC1 was read as RAD52 inh -10, PglD DTNB -3, Casp6 inh 4, E-selectin induc -0.3, esBAF inh -7, RAD54 branch -3, ERp5 block 3 and ARNT-TACC3 inh 9.
`COC(=O)C[C@@H]1C[C@H]2c3cc(NS(C)(=O)=O)ccc3O[C@H]2[C@H](CO)O1` gave RAD52 inh -2&-7, PglD DTNB 2, Casp6 inh 5&-3, E-selectin induc -0.1, esBAF inh -3, RAD54 branch 0 and ERp5 block -7&-1.
`Cc1ccc(NC(=O)CN(C)C(=O)c2cccc(S(=O)(=O)N3CCc4ccccc4C3)c2)cc1` gave RAD52 inh -10, PglD DTNB 0, Casp6 inh 4, E-selectin induc -0.1, esBAF inh -8, RAD54 branch 7 and ERp5 block -4.
`C[C@H](CO)N1C[C@H](C)[C@H](CN(C)CC2CCCCC2)Oc2ccc(NS(=O)(=O)c3cccs3)cc2C1=O` gave RAD52 inh 4, PglD DTNB 1, Casp6 inh 2, E-selectin induc -0.4, esBAF inh -3, RAD54 branch 0, ERp5 block 2 and ARNT-TACC3 inh -3.
`C[C@H]1CN([C@@H](C)CO)C(=O)Cc2cc(NC(=O)Cn3cnnn3)ccc2O[C@H]1CN(C)Cc1ccc(C(F)(F)F)cc1` gave RAD52 inh 0, PglD DTNB -1, Casp6 inh -1, esBAF inh -2, RAD54 branch -12, ERp5 block 1 and ARNT-TACC3 inh 0.
`C#C[C@]1(O)CC[C@H]2[C@@H]3CCc4cc(O)ccc4[C@H]3CC[C@@]21C` gave RAD52 inh -9, PglD DTNB -2, Casp6 inh -3, E-selectin induc 0.8, esBAF inh 6, RAD54 branch 2, ERp5 block 7 and ARNT-TACC3 inh -1.
Screening Cc1cccc(C(=O)NC2CCN(C(=S)NCc3ccco3)CC2)c1 returned RAD52 inh -85, PglD DTNB -4, Casp6 inh -4, esBAF inh -4, RAD54 branch -5, ERp5 block -4 and ARNT-TACC3 inh -19.
`Cc1nn(CC#N)c(=O)n1-c1ccccc1` gave PglD DTNB 0, esBAF inh -2, RAD54 branch 2 and ARNT-TACC3 inh -6.
Screening CCOC(=O)c1c(N)sc2c1CCCC2 returned PglD DTNB -2, esBAF inh -5, RAD54 branch -5 and ARNT-TACC3 inh 4.
Screening O=C(Nc1ccc(N2CCOCC2)cc1)c1cc(-c2ccncc2)nc2ccccc12 returned RAD52 inh -11, PglD DTNB 4, Casp6 inh 4, E-selectin induc 0.0, RAD54 branch -8, ERp5 block 9 and ARNT-TACC3 inh -7.
Screening COc1ccccc1CCn1cnc(-c2ccccc2)c1C(C)C returned RAD52 inh 3, Casp6 inh 2, E-selectin induc 0.0 and ERp5 block 9.

Structures shown so far that have an aryl methoxy group, in the order listed:
COC(=O)c1ccccc1NC(=O)NCCc1ccccc1OC was read as RAD52 inh -18, Casp6 inh 0, ERp5 block -5 and ARNT-TACC3 inh -1.
Screening COc1ccc(OC)c(NC(=O)CSc2nnnn2C)c1 returned RAD52 inh -7, Casp6 inh 3, ERp5 block 1 and ARNT-TACC3 inh -2.
Screening COc1ccc(C(NC(=O)c2ccco2)c2ccc(OC)c(OC)c2)cc1 (stereo not given) returned PglD DTNB 7, esBAF inh 2, RAD54 branch 12 and ARNT-TACC3 inh 19.
COc1ccc(OC)c(-c2cc(C3CCN(c4ncccc4[N+](=O)[O-])CC3)[nH]n2)c1 was read as PglD DTNB 2, esBAF inh 8, RAD54 branch 4 and ARNT-TACC3 inh 12.
Screening COc1ccc(C(=O)N2CCOC2CNC(=O)C(=O)NCc2ccc3c(c2)OCO3)cc1 (stereo not given) returned RAD52 inh -33, Casp6 inh 2, E-selectin induc 5.2, ERp5 block -1 and ARNT-TACC3 inh -6.
Screening COc1ccccc1CCn1cnc(-c2ccccc2)c1C(C)C returned RAD52 inh 3, Casp6 inh 2, E-selectin induc 0.0 and ERp5 block 9.
